Screening results from PubChem BioAssay.
M4 PAM: positive allosteric modulators of human muscarinic M4 receptor. AID 624126. hit rate 0.4% among 360,000. CHO-K1 hM4/Gqi5, Fluo-8 calcium fluorescence, ACh EC20; 0% = ACh EC20, 100% = maximal ACh. activation, % at 3 µM;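 active = activation above its plate's cutoff, the mean activation of sample wells plus 3 SD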; also: some results filed as inactive read as strong as hits
TAAR1 ag: human TAAR1 agonism; Q96RJ0; CHO RD-HGA16 TAAR1, Fluo-8 calcium fluorescence; vehicle wells 0%, saturating PEA agonist 100%; activation, % at 3 µM; hit rate 0.99% among 360,000;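 active = activation above the mean activation of all test compounds in the run plus 3 SD, cut at about 38% in these data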
Target sequence (Q96RJ0 whole entry, looked up): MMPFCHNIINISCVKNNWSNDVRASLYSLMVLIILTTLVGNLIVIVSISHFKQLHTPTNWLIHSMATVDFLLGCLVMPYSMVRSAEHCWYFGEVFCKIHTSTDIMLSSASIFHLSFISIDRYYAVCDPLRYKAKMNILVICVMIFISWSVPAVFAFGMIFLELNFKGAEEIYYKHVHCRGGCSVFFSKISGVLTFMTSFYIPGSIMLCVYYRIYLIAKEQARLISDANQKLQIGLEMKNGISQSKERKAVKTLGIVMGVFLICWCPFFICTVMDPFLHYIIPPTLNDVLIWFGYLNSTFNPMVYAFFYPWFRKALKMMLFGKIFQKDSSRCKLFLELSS
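System: CHO-derived RD-HGA16 cells with stable Gα16 and human TAAR1 / Times: 17-24 h plating, Fluo-8 75 min 37 °C, 30 min RT / Technique: calcium-sensitive Fluo-8 signal, excitation 470-495, emission 515-575 nm / Measure: % activation relative to PEA EC100 response / Benchmarks: DMSO and PEA EC100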
M5 PAM: CHRM5 positive allosteric modulation | activation, % at 3 µM | CHO-K1 hM5, Fluo-8 calcium, ACh EC20 PAM; 0% = ACh EC20, 100% = ACh EC100 | hit rate 0.3% among 360,000 | P08912;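 active = activation above the run cutoff, the mean activation of all test compounds plus 3 SD, cut at about 18% in these data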
Target sequence (P08912 whole entry, looked up): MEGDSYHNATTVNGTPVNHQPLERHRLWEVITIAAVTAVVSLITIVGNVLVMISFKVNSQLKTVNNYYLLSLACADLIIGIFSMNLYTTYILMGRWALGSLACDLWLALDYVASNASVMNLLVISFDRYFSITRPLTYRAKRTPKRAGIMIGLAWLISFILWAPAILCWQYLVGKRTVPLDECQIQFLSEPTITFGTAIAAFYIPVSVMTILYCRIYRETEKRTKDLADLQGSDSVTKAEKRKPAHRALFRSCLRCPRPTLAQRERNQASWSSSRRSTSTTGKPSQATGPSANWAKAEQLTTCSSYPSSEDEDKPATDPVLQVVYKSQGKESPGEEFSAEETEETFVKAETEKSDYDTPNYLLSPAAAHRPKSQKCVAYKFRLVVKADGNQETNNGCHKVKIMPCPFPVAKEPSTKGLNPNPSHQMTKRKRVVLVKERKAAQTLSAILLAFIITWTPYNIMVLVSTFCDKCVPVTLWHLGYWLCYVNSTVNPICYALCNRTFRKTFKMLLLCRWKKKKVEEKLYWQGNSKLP
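Assay system – human M5 receptor in CHO-K1 cells · Read-out – % activation, ACh-normalized · Technique – Fluo-8 calcium fluorescence · Dosing – single-point, 3 µM nominal · Incubation – Fluo-8 loading 80 min at 37 °C plus 30 min room temperature · Repeats – singlicate, one well per test compound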
CRFBP-R2 block: antagonists of CRF-binding protein/CRF-R2 receptor complex | HEK293 CRF-R2/CRF-BP, CRF-induced calcium fluorescence | inhibition, % at 11.8 µM | hit rate 0.59% among 350,000 | AID 588475;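 active = inhibition of the ligand-induced calcium signal above about 50% at the single tested concentration, limit read from the data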
TAAR1 antag: antagonists of human TAAR1. CHO RD-HGA16 TAAR1, Fluo-8 calcium fluorescence, antagonist. Q96RJ0. inhibition, % at 3 µM. hit rate 1.5% among 360,000;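 active = inhibition above a per-plate cutoff, the mean inhibition of test compounds on that plate plus 3 SD, cut at about 49% in these data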;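 also: 0% = DMSO plus EC80 beta-PEA response and 100% = DMSO alone without agonist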
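Assay system: CHO-derived RD-HGA16 cells stably expressing human TAAR1 plus Gα16. Timing: 140 s kinetic read after compound, 140 s after agonist. Technique: kinetic Fluo-8 calcium fluorescence measurement. Measure: % inhibition of agonist calcium response.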
M5 ag: agonists of human muscarinic M5 receptor (CHRM5). hit rate 0.19% among 360,000. CHO-K1 hM5 cells, Fluo-8 calcium fluorescence; 0% DMSO wells, 100% maximal acetylcholine response. activation, % at 3 µM. AID 624037;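 active = activation above the run's mean over test compounds plus 3 SD, cut at about 23% in these data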;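 also: signal is peak over basal fluorescence ratio across the kinetic read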
M1 PAM parental: nonselective activator or artifact in parental CHO-K1 calcium assay; ATP EC20, Fluo-8 calcium fluorescence; 0% at ATP EC20, 100% at ATP max; hit rate 0.02% among 360,000; AID 602247; activation, % at 3 µM;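 active = activation above the run cutoff, the mean activation of all test compounds plus 3 SD, cut at about 40% in these data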;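 also: peak over basal fluorescence ratio in a 140 s read after ATP addition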
CRFBP-R2 agonist: CRF-BP/CRF-R2 complex agonism; HEK293 CRF-R2/CRF-BP, calcium dye fluorescence (FLIPR); percent of saturating CRF peptide response; activation, % at 13.2 µM; hit rate 0.46% among 350,000;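 active = activation of at least 50%, plus an integration ratio under a set limit after plate pattern correction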;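 also: plate controls were neutral control wells without compound for no effect and CRF at EC100 for full effect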
CHRM5 antagonist: CHRM5 antagonism in calcium assay | P08912 | CHO-hM5 cells, Fluo-8 calcium fluorescence, ACh EC80 | inhibition, % at 3 µM | hit rate 0.59% among 360,000 | AID 624040;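 active = inhibition above a per-plate cutoff, the mean of that plate's test compounds plus 3 SD, cut at about 27% in these data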;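 also: 0% = acetylcholine EC80 with DMSO and 100% = DMSO without agonist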
An asterisk follows results filed as active. No enrichment for hits; about 4.2% have a hit in one of these screens.

SMILES	M4 PAM	TAAR1 ag	M5 PAM	CRFBP-R2 block	TAAR1 antag	M5 ag	M1 PAM parental	CRFBP-R2 agonist	CHRM5 antagonist
Cc1noc(C)c1COc1ccc(C(=O)OCC(=O)NC(=O)C2COc3ccccc3O2)cc1 (centres undefined)	8.7	18.6	0.6	-18.8	-10.0	-1.2	2.0	-1.2	1.6
CCCc1n[nH]c(=O)[nH]1	-2.1	5.5	-0.3	6.8	0.0	-0.5	1.6	-2.5	-3.1
COc1cccc(CN(C)C(=O)c2ccccc2SCC(=O)N2CCCC2)c1	-4.3	1.0	-3.8	2.5	2.7	-1.1	-5.2	-1.1	4.7
CS(=O)(=O)N(CC(=O)NCc1ccc2c(c1)OCO2)Cc1ccccc1	2.0	5.3	8.6	5.1	-4.9	-8.9	14.6	-1.9	-4.3
COc1cc(C(=S)N2CCCC2)ccc1OC(=O)c1ccc(Cl)cc1[N+](=O)[O-]	-5.7	4.1	-3.6	-20.3	-0.7	-8.2	11.9	3.1	-9.7
COc1cccc(NC(=O)CN(C)C(=O)c2ccc(OCC3CCCO3)cc2)c1 (centres undefined)	15.3	0.8	0.3	2.6	-3.6	4.7	-23.5	0.5	-5.0
COc1ccc(C(=Cc2ccccc2)C(=O)O)cc1	5.9	-0.1	-2.5	-12.0	-22.1	4.5	-16.4	1.7	5.9
COC(=O)CCCC1=CC2=CC(=O)C(C)(OC(=O)c3cccs3)C(=O)C2=CN1CCN1CCOCC1 (centres undefined)	1.3	8.4	-2.1	20.2	7.7	2.9	9.6	-3.3	-0.4
O=C(O)CCC(=O)Nc1sc2c(c1C(=O)NCc1ccccc1)CCCC2	7.8	2.2	5.9	4.8	7.1	-4.5	10.9	-1.2	12.4
CCOc1ccccc1C(=O)Nc1ccc2nc3n(c(=O)c2c1)CCCCC3	9.4	3.1	-1.8	-4.9	2.3	-2.4	23.9	-1.2	1.9
O=C(CC1C[C@H](C(=O)N2CCOCC2)[C@@]2(CCC3CCCC3)c3[nH]c4ccccc4c3CCN2C1=O)NCCC1=CCCCC1 (some centres undefined)	3.7	0.5	-1.1	-1.0	-10.2	0.0	23.7	-0.4	3.3
CC(C)(C)c1ccc(C(=O)c2c[nH]c(C(=O)O)c2)cc1	8.0	4.0	3.3	-13.0	6.4	-0.6	-4.7	1.7	1.7
CC(C)Cn1c(SCC(=O)N2CCc3ccccc3C2)nc2cc(Cl)ccc2c1=O	-5.0	0.4	-4.3	118.0*	3.4	-1.9	1.1	-1.2	0.5
Clc1ccc2c(NCc3ccco3)ncnc2c1	8.1	7.4	-5.8	0.4	21.4	3.4	-0.4	-1.4	8.1
N/C(=N\OC(=O)c1ccc(Cl)c(Cl)c1)c1cccc(CSc2ccccn2)c1	-4.7	8.2	-1.5	-6.7	3.6	2.6	3.0	1.8	4.3
CC(C)NC(=S)N1CCC(Cc2ccccc2)CC1	2.6	2.7	1.3	7.1	-19.3	-5.3	-12.1	0.9	3.7
Cc1cc(C)c(NC(=O)CNC(=O)Cc2sc(C)nc2-c2ccc(F)cc2)c(C)c1	8.4	1.4	-1.8	4.2	-10.8	-8.1	3.2	-0.2	1.2
Cc1ccc(S(=O)(=O)N2CCOCC2)cc1C(=O)N(Cc1nnc(-c2ccccc2Cl)o1)C1CC1	-6.7	0.8	-4.3	-1.1	7.7	-0.4	7.6	0.3	6.8
CN(C(=O)CCn1c(=S)oc2ccccc21)C1CCCCC1	-9.7	-0.3	7.1	6.2	1.0	-6.2	11.7	-0.8	-7.0
O=C1C=C(Nc2cccc(Cl)c2)CC(c2ccco2)C1 (centres undefined)	4.2	11.8	-2.2	-5.7	-5.0	1.8	19.3	1.1	-4.2
O=C(Oc1cccc(C(=S)N2CCOCC2)c1)c1cccc(Cl)c1	-5.2	3.0	1.5	-8.7	-0.9	-0.6	-2.8	-1.0	5.6
COC(=O)c1ccc(NC(=O)COc2ccc3c(c2)OCO3)cc1	9.3	-0.8	5.3	-1.9	-7.4	-1.5	3.2	-1.3	-8.5
O=C(CC(Nc1ccc(F)cc1)C(=O)O)c1ccccc1 (centres undefined)	4.4	13.8	4.1	28.8	-1.1	-3.7	16.9	-3.2	-4.5
Cc1cc(=O)n2nc(N3CCC(C(=O)NCc4ccco4)CC3)sc2n1	0.7	2.5	-4.6	-11.1	-6.0	-4.4	-5.8	0.0	11.9

Three compounds from above, ordered by the value under CHRM5 antagonist, descending.
| molecule | M4 PAM | TAAR1 ag | CRFBP-R2 block | TAAR1 antag | M5 ag | CRFBP-R2 agonist | CHRM5 antagonist |
| --- | --- | --- | --- | --- | --- | --- | --- |
| O=C(O)CCC(=O)Nc1sc2c(c1C(=O)NCc1ccccc1)CCCC2 | 7.8 | 2.2 | 4.8 | 7.1 | -4.5 | -1.2 | 12.4 |
| CC(C)NC(=S)N1CCC(Cc2ccccc2)CC1 | 2.6 | 2.7 | 7.1 | -19.3 | -5.3 | 0.9 | 3.7 |
| CC(C)(C)c1ccc(C(=O)c2c[nH]c(C(=O)O)c2)cc1 | 8.0 | 4.0 | -13.0 | 6.4 | -0.6 | 1.7 | 1.7 |

Next entries follow:
SMILES	M4 PAM	TAAR1 ag	M5 PAM	CRFBP-R2 block	TAAR1 antag	M5 ag	M1 PAM parental	CRFBP-R2 agonist	CHRM5 antagonist
NC(=O)CSc1nnc(-c2ccc(O)cc2)n1Cc1ccco1	0.7	3.6	-8.8	10.4	0.5	-6.3	5.1	-2.0	14.6
CCCC1c2ccc(C)n2CCN1C(=O)Nc1ccc(F)cc1 (centres undefined)	-4.9	14.1	-0.9	4.9	12.0	2.3	1.3	1.5	-0.6
O=C(c1n[nH]c(=O)c2ccccc12)N1CCN(c2ccccc2Cl)CC1	-4.7	11.5	7.2	-2.4	7.3	5.0	12.7	1.3	-1.1
CCCc1cc(=O)oc2c(C)c(OCc3nn[nH]n3)ccc12	-6.7	2.9	-2.7	17.3	-8.0	2.5	12.2	-4.9	-1.2
Cc1c(C)c2ccc(Oc3ccc([N+](=O)[O-])cc3C(F)(F)F)c(C)c2oc1=O	5.5	8.3	7.4	15.6	2.5	-1.7	13.6	0.3	-7.1
CCOC(=O)C(Oc1ccc(=O)[nH]n1)C(C)=O (centres undefined)	3.7	-1.8	1.7	-4.2	7.9	3.6	-7.1	1.6	-1.6
O=C(O)C[C@H]1c2ccccc2S(=O)(=O)N1c1ccccc1	-2.7	19.9	-9.1	-1.7	-4.5	0.1	-18.3	-1.3	13.8
CCOC(=O)C1CCN(S(=O)(=O)c2ccc3c(c2)N(C)C(=O)CC(=O)N3C)CC1	9.1	0.7	11.9	-0.2	-0.8	-2.1	16.3	0.2	-17.7
CC(C)CC(NC(N)=O)C(=O)NCc1ccccc1Cl (centres undefined)	-1.0	2.2	-4.8	11.0	-0.5	-4.5	1.6	-0.9	4.0
COc1ccc(-n2c(SCC(=O)Nc3nccs3)nc3c(c2=O)SCC3)cc1	-8.2	-0.4	0.2	13.9	-16.4	-0.5	4.9	-0.9	-1.0
COc1ccc(C2C(C#N)=C(N)OC3=C2C(=O)CC(C)(C)C3)cc1OC (centres undefined)	-4.1	7.2	-8.0	41.3	-12.3	3.1	-11.8	-3.0	4.6
CCc1c(C2(O)CCCCC2)[nH]c2ccc(C(=O)OC)cc12	4.8	8.5	1.6	-2.7	-3.4	0.5	-1.5	-0.9	6.7
CN1CC(=O)N(CC(=O)Nc2ccc(OCc3ccccc3)cc2)C1=O	3.4	-0.1	2.3	4.3	-0.9	-9.1	10.5	0.0	-6.3
COC(=O)[C@H]1[C@H]2C[C@@H]3c4[nH]c5cc(OC)ccc5c4CCN3C[C@H]2C[C@@H](OC(=O)c2ccc(N)cc2)[C@@H]1OC	-12.4	4.9	3.2	-21.0	-17.0	2.2	18.4	0.8	-0.8
CC(C)(C)N(Cc1ccccc1)C(=O)c1ccc(Cl)cc1[N+](=O)[O-]	-18.0	3.7	-19.2	-42.4	33.7	-9.2	-13.2	1.7	11.4
CCOC(=O)Cc1csc(NC(=O)CSc2nnc(-c3ccc(OC)cc3)n2C)n1	-0.7	2.7	-5.2	0.1	2.2	2.8	6.1	-1.2	-1.7
COc1ccc2oc(C(=O)OC(C)C(=O)N(C)c3ccccc3)c(C)c2c1 (centres undefined)	-0.1	-0.1	2.2	-3.9	-6.7	-4.1	16.0	0.9	-0.1
O=C(O)c1cc2ccc3ccccc3c2oc1=O	6.2	-1.5	2.5	2.7	4.7	-1.3	6.4	0.3	5.5
CCN=C1S/C(=C\c2ccc(N3CCOCC3)cc2C)C(=O)N1CC	4.8	2.9	3.2	6.4	11.6	-1.8	15.1	0.5	5.6
O=S(=O)(/N=C(\[O-])C[n+]1ccccc1)c1ccc(Cl)cc1	1.5	0.6	5.4	2.1	-20.3	0.9	12.4	5.1	-1.1
COC(=O)c1cc2oc(C)cc2n1CC(=O)N1CCCc2ccccc21	4.0	-1.2	9.1	-1.4	-0.4	-2.9	23.0	-0.3	-14.4
O=[N+]([O-])c1ccc2c(OCc3nnc(-c4ccccc4Br)o3)ncnc2c1	-7.2	3.3	-2.0	1.8	-11.6	6.5	3.8	0.2	10.2
COc1ccc(OC)c(NC(=O)C(CCS(C)(=O)=O)NC(C)=O)c1 (centres undefined)	7.1	7.1	1.4	2.5	27.2	1.6	18.7	2.3	-2.0
CC1(C)CC(=O)C=C(c2cccc3c2Oc2ccccc2S3)C1	1.1	0.3	-6.4	-7.7	0.9	-2.5	4.2	1.4	14.1
O=Cc1ccc(OCC(=O)N2CCOCC2)cc1	6.8	2.1	2.3	-10.1	-13.9	-0.2	-8.0	1.1	0.8
Cc1ccccc1S(=O)(=O)N(CC(O)CN1C(=O)NC(C)(C)C1=O)c1ccccc1 (centres undefined)	-0.2	0.1	2.8	-5.8	-3.2	-4.1	13.1	1.4	1.4
NC(=O)c1ncc(C(F)(F)F)cc1Oc1cccc(C(F)(F)F)c1	-0.3	7.3	4.6	-1.2	-0.6	0.2	10.1	0.8	-6.6
Cc1nc(C)c(C(=O)C2=C(O)C(=O)N(CCN(C)C)C2c2cccs2)s1 (centres undefined)	-2.8	11.3	-7.7	-15.4	-25.8	-1.5	1.0	1.8	5.8
CCc1ccc(NC(=O)N(CCCN2CCOCC2)Cc2cccs2)cc1	-5.8	3.2	1.6	-10.2	-5.4	1.0	16.6	-0.8	5.5
COc1ccc(NC(=O)CN(C)C(=O)c2cc(-c3ccc(OC)cc3)nc3ccccc23)cc1	-5.7	15.8	-29.0	-2.3	69.7*	0.4	-0.3	0.8	22.5
COc1ccc(Cn2c(C3CC3)nc3ccc(NC(=O)c4ccco4)cc3c2=O)cc1	-1.4	11.4	-11.3	-2.0	2.8	0.1	10.4	5.5	6.0
CCOC(=O)C1CCN(S(=O)(=O)c2cc(C(=O)OC)n(C)c2)CC1	1.8	1.1	-5.9	1.8	1.1	2.6	14.0	3.5	4.0
